Source: PubChem BioAssay
HTR5A inv ctr: HTR5A inverse agonism, opioid heterodimer counter-screen. P47898. HTR5A cell line, luminescence. hit rate 0.083% among 340,000. AID 504634. inhibition, % at 9.3 µM; in the data active means inhibition mostly above about 23%, no sharp cut-off; inactive means mostly below about 18%;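 further: 0% = cells with DMSO and 100% = no-cell wells with DMSO; some compounds called inactive have numbers as strong as hits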
Target sequence (P47898 whole entry, looked up): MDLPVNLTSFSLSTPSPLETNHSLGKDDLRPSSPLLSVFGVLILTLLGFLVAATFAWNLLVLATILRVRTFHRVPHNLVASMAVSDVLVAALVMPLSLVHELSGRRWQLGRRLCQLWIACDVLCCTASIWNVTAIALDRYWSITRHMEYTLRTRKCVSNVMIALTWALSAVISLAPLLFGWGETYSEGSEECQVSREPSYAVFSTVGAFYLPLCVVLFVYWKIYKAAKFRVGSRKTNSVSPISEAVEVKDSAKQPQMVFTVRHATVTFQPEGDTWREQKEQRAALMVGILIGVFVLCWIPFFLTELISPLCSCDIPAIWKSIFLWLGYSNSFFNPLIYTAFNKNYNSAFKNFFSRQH
PKA-R2B act: activates the human PKA-R2B holoenzyme complex; P22694+P31323; PKA-R2B holoenzyme dissociation, Cy5-IP20 fluorescence polarization; R2B truncated from residue 108, S112A mutant; 0% DMSO only, 100% 113 µM cGMP; activation, % at 11.4 µM; hit rate 0.079% among 340,000; AID 504700;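 active means activation above a cutoff set at the mean over all compounds plus 3 SD, cut at about 18% in these data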;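 further: higher means more holoenzyme dissociation and a rise in polarization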
PKA-R1A activ: activators of PKA-R1A complex; P00514+P68181; hit rate 0.083% among 340,000; PKA-R1A dissociation, Cy5-IP20 fluorescence polarization; scaled: DMSO 0%, 113 µM cGMP 100%; activation, % at 11.4 µM;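 active means percent activation above the mean of all tested compounds plus 3 SD, cut at about 19% in these data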;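 further: higher means more PKAc released from R1A so a rise in polarization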
V-ATPase pH: regulators of yeast V-ATPase proton transport; AID 504577; hit rate 0.37% among 350,000; S. cerevisiae, pHLuorin cytosolic pH fluorescence; response, % at 10 µM; in the data active means response mostly above about 7.3%, no sharp cut-off; inactive means mostly below about 5.4%; further: actives read high; inactives centre near 0; some compounds called inactive have numbers as strong as hits; reference of the scale not given here
Arr AP2 block: inhibitors of human beta-arrestin and AP2 interaction; FITC-arrestin peptide / GST-AP2 beads, flow cytometry; AP2 beta2 appendage carries R879A mutation; inhibition, % at 10 µM; hit rate 0.31% among 340,000; AID 504490;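 active means inhibition above a set limit, near 3 SD of compounds lacking own fluorescence, cut at about 54% in these data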;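 further: plate controls were DMSO wells for no effect and 5 µM unlabelled arrestin peptide for full effect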
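Measured by: flow cytometry, FL1 (488/535 nm); Material: AP2 appendage R879A on GSH beads; Evaluation: percent response; Timing: pre-incubation 12 min, peptide binding 1 h, room temperature; Also added: 50 nM FITC-arrestin peptide; Medium: PBS with 0.05% Tween 20 and 0.1% BSA.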
HTR5A ag ctr: activates human HTR5A in OPRM1-OPRD1 agonist counter-screen; P47898; HTR5A agonist assay, luminescence, cell-based; activation, % at 9.3 µM; hit rate 0.61% among 340,000; AID 504692; in the data active means activation mostly above about 9.5%, no sharp cut-off; inactive means mostly below about 7.6%;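 further: 0% = cells with vehicle only and 100% = reference agonist; strong numbers were not always called active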
DAGLB inhibitor: blocks human DAGLB lipase activity; Q8NCG7; HEK293T DAGLB membrane lysate, EnzChek fluorogenic substrate; inhibition, % at 5.17 µM; hit rate 0.059% among 340,000; AID 504411; in the data active means inhibition above about 34%;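 further: 0% = enzyme with vehicle and 100% = wells lacking enzyme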
Target sequence (Q8NCG7 whole entry, looked up): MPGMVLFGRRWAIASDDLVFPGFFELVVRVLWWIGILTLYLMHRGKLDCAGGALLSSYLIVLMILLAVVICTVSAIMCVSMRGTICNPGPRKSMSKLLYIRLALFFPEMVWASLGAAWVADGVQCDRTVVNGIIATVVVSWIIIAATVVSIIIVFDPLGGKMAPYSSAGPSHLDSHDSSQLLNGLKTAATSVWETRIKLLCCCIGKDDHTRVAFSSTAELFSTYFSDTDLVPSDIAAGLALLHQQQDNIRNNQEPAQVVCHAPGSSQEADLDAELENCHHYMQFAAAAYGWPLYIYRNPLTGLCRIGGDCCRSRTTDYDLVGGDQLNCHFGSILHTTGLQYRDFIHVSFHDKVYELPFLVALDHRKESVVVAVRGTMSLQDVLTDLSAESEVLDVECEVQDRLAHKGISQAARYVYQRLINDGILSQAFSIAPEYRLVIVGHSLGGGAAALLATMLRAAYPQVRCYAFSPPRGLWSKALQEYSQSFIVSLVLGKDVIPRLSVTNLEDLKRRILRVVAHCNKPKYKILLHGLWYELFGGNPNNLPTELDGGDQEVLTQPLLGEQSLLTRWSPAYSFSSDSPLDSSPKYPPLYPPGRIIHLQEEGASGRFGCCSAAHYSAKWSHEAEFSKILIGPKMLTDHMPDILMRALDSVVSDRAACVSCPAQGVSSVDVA
MOR-DOR inv ag: inverse agonist of human OPRM1-OPRD1 heterodimerization. P35372+P41143. cell-based MOR-DOR heterodimer luminescence, inverse agonism. inhibition, % at 9.3 µM. hit rate 0.21% among 340,000. AID 504357; in the data active means inhibition above about 22%, passing the limit was not always enough;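 further: 0% = cells with DMSO and 100% = wells without cells with DMSO; values of inactives mirror those of a sister screen read the other way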
Pemphigus Ab inh: blocks pemphigus antibody binding to human desmoglein-3; P32926; DSG3-coupled beads, scFv-anti-DSG3-GFP binding, flow cytometry; hits give low values; binding (percent of control), % at 10 µM; hit rate 0.48% among 310,000;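 active means binding more than 3 SD below its plate's average and above zero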;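 further: hits lower antibody fragment binding to DSG3; some compounds called inactive have numbers as strong as hits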
MOR-DOR ag: agonists of human mu-delta opioid receptor heterodimerization | activation, % at 9.3 µM | cells, OPRM1-OPRD1 heterodimerization, luminescence | hit rate 0.3% among 340,000 | P35372+P41143; in the data active means activation above about 18%;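 further: 0% = vehicle-treated cells and 100% = reference agonist; values of inactives mirror those of a sister screen read the other way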
Active calls of the source: *; . = no result given.

Every second line gives: HTR5A inv ctr	PKA-R2B act	PKA-R1A activ	V-ATPase pH	Arr AP2 block	HTR5A ag ctr	DAGLB inhibitor	MOR-DOR inv ag	Pemphigus Ab inh	MOR-DOR ag
(1) CCCCOC(=O)C1=C(N)OC2=C(C(=O)CC(C)(C)C2)[C@]12C(=O)N(C)c1ccccc12
    -7	-12	-12	-2	-8	3	-2	14	.	-3.4
(2) CN=C1CN(O)C(c2ccccc2)=c2cc(Cl)ccc2=N1
    3	-3	-4	1	23	2	2	2	90	-0.3
(3) COc1ccc(NC(=O)N2C[C@@H]3C[C@@H](C2)c2cccc(=O)n2C3)c(OC)c1
    -13	0	-13	-1	7	4	2	12	97	-2.3
(4) Cc1ccc2c(c1)CC1(CN2C)C(=O)NC(=O)N(C(C)C)C1=O (configuration not stated)
    -23	-12	-5	-3	2	3	1	-16	104	2.9
(5) C[C@]12CCC(=O)C[C@@H]1CC[C@@H]1[C@@H]2CC[C@]2(C)[C@@H](O)CC[C@@H]12
    -15	-4	5	-1	1	6	-3	-5	103	1.1
(6) CC1(C)C2SCC(=O)N2CCN1CC(=O)NN (configuration not stated)
    4	0	1	-1	8	-1	0	8	.	-1.5
(7) CN(Cc1ccccc1)C1CCCN(C(=O)COc2ccccc2Cl)C1 (configuration not stated)
    -1	3	-1	2	-14	-2	-3	1	103	-0.2
(8) CCOc1ccc(N2C(=O)/C(=C/c3ccco3)C(=O)NC2=S)cc1
    2	8	14	1	3	-1	13	11	14*	-2.3
(9) CN1CCN(C(=O)COc2ccc3ccccc3c2Br)CC1
    -17	0	-2	2	9	1	-1	-5	106	0.9
(10) CCOP(=O)(OCC)C1(C(=O)O)CCCC1
    -10	-2	2	-1	27	2	-2	10	102	-1.9
(11) C=CCn1c(O)c(C(C)=NCCN2CCCCC2)c(=O)[nH]c1=O
    -10	4	-1	0	8	6	-2	8	98	-1.5
(12) N=C1c2ccccc2CN1NC(=O)c1ccco1
    -31	-5	1	1	0	8	-3	10	92	-2.2
(13) CCC1(CC)COP(=O)(OCC(Cl)CCl)OC1 (configuration not stated)
    2	-2	-16	0	-13	-1	-2	14	130	-2.7
(14) COc1ccc(CCN(C)Cc2ccncc2)cc1OC
    -2	-1	7	-2	3	-1	2	2	98	-0.4
(15) O=[N+]([O-])c1ccc(Cl)cc1
    -6	-10	10	2	4	1	0	18	102	-3.4
(16) Cc1ccc(S(=O)(=O)N2CCN(C(=O)COC(=O)Cc3ccccc3)CC2)c(C)c1
    6	-14	-9	2	-12	-2	2	7	102	-1.3
(17) C=C(C)c1cccc(C(C)(C)NC(=O)NC2CN3CCC2CC3)c1 (configuration not stated)
    -4	-1	3	0	0	0	2	11	98	-2.0
(18) C=CCN1C(=O)NC(=O)/C(=C/C=C/c2ccccc2)C1=O
    0	-7	6	8	8	0	3	-20	97	4.2
(19) COc1ccc(C(=O)CC2(CC(=O)c3ccc(OC)cc3)C(=O)N(C)C(=O)N(C)C2=O)cc1
    -1	-15	-10	3	10	1	0	17	.	-3.2
(20) CCOC(=O)C1=C(C)N(C)C2(C)CC1c1ccccc1O2 (configuration not stated)
    5	5	-7	2	2	-2	3	-4	94	0.7
(21) O=C(Cc1c[nH]c2ccccc12)NNCc1ccc(N(CCCl)CCCl)cc1
    -2	-1	-1	0	-1	0	2	3	119	-0.5
(22) C=C1C(=O)O[C@@H]2C[C@@H](C)[C@H]3C=CC(=O)[C@]3(O)C[C@@H]12
    -20	8	1	-1	11	2	-2	-5	107	0.8
(23) COc1cccc(N2C(=O)CC(=O)NC2=O)c1
    17	-1	-7	3	3	-6	-3	9	101	-1.9
(24) CC1CC2(C)C(CCC3C2CCC2(C)C(OP(=O)(N4CC4)N4CC4)CCC32)CC1=O (configuration not stated)
    7	-2	3	1	-7	-2	0	5	89	-1.0
(25) OC[C@H]1O[C@@H](n2cnc3cc(Cl)c(Cl)cc32)[C@H](O)[C@@H]1O
    4	-3	-5	5	0	-1	0	16	166	-3.0
(26) CCOc1ccccc1-n1c(O)c(C=Nc2ccc(N(CC)CC)cc2)c(=O)[nH]c1=O
    -5	-5	-14	0	7	3	5	0	119	0.1
(27) O=[N+]([O-])c1ccc(N2CC2)c([N+](=O)[O-])c1
    -2	2	1	-1	-3	0	2	15	115	-3.1
(28) CC(=O)N1CN2CN(C1)CN(C(C)=O)C2
    -9	-12	10	0	26	-2	0	7	104	-1.4
(29) Cc1nc2cc(-c3ccccc3)nn2c(C)c1CCC(=O)N1CCC2(CC1)OCCO2
    8	8	5	1	-2	-4	-1	3	113	-0.7
(30) CC1=C(C(=O)OC(C)C)[C@]2(C(=O)N(CC(N)=O)c3ccccc32)C(C#N)=C(N)O1
    20	-11	-4	4	-1	-6	2	-11	114	2.1

A second format for 7 compounds above.
nr	canonical_smiles	HTR5A inv ctr	PKA-R2B act	PKA-R1A activ	V-ATPase pH	Arr AP2 block	HTR5A ag ctr	DAGLB inhibitor	MOR-DOR inv ag	Pemphigus Ab inh	MOR-DOR ag
4	Cc1ccc2c(c1)CC1(CN2C)C(=O)NC(=O)N(C(C)C)C1=O (configuration not stated)	-23	-12	-5	-3	2	3	1	-16	104	2.9
26	CCOc1ccccc1-n1c(O)c(C=Nc2ccc(N(CC)CC)cc2)c(=O)[nH]c1=O	-5	-5	-14	0	7	3	5	0	119	0.1
27	O=[N+]([O-])c1ccc(N2CC2)c([N+](=O)[O-])c1	-2	2	1	-1	-3	0	2	15	115	-3.1
9	CN1CCN(C(=O)COc2ccc3ccccc3c2Br)CC1	-17	0	-2	2	9	1	-1	-5	106	0.9
30	CC1=C(C(=O)OC(C)C)[C@]2(C(=O)N(CC(N)=O)c3ccccc32)C(C#N)=C(N)O1	20	-11	-4	4	-1	-6	2	-11	114	2.1
3	COc1ccc(NC(=O)N2C[C@@H]3C[C@@H](C2)c2cccc(=O)n2C3)c(OC)c1	-13	0	-13	-1	7	4	2	12	97	-2.3
6	CC1(C)C2SCC(=O)N2CCN1CC(=O)NN (configuration not stated)	4	0	1	-1	8	-1	0	8	.	-1.5

Carrying on:
Every second line gives: HTR5A inv ctr	PKA-R2B act	PKA-R1A activ	V-ATPase pH	Arr AP2 block	HTR5A ag ctr	DAGLB inhibitor	MOR-DOR inv ag	Pemphigus Ab inh	MOR-DOR ag
(31) CCN(CC)C(=O)c1ccc(NC(=O)CNC(C)c2cccc3ccccc23)cc1 (configuration not stated)
    -6	0	3	0	-9	5	-1	11	111	-2.2
(32) Cn1cc(C(O)CN2CCCCC2)c2ccccc21 (configuration not stated)
    0	-2	-3	-2	-17	0	1	3	91	-0.7
(33) NNc1n[nH]c(=S)n1N
    11	-2	-6	-4	19	-1	0	-2	99	0.4
(34) CNS(=O)(=O)c1ccc(N=Cc2c(O)n(-c3ccc(C)cc3)c(=O)[nH]c2=O)cc1
    -5	7	-10	10	42	0	0	5	99	-1.0
(35) CC1(C)C(c2ccccc2)=NC(c2cccnc2)=[N+]1[O-]
    -10	-7	-1	-1	-6	3	-1	17	106	-4.1
(36) Cn1ncnc2c(=O)n(C)c(=O)nc1-2
    -3	-7	-15	1	1	20*	-25	-143	.	31*
(37) CC(C)(C)n1cc(C(=O)c2ccc3ccccc3c2O)cn1
    -22	12	-19	-1	45	8	-13	-13	100	2.5
(38) COc1ccc(NC(=O)c2cn(CCC#N)nc2-c2cccc([N+](=O)[O-])c2)cc1
    22	6	-5	-3	2	0	-2	2	104	-0.4
(39) COc1ccc(/C=C2/C(=O)NC(=S)N(C3CC3)C2=O)cc1CN1C(=O)c2ccccc2C1=O
    12	-3	0	5	4	3	3	18	95	-3.4
(40) COc1cc(CN2CCNCC2)cc(OC)c1OC
    4	3	-5	4	18	-1	-2	11	106	-2.3
(41) O=C(C1CCN(S(=O)(=O)N2CCOCC2)CC1)N1CCC2(CC1)OCCO2
    17	-7	-7	2	-5	2	-1	2	106	-0.4
(42) Nc1nonc1OCCCCOc1nonc1N
    3	-11	-12	0	-23	-4	0	5	103	-0.9
(43) COC(=O)C12CCc3c(ccc4cc(OC)ccc34)C1=CC(=O)C2 (configuration not stated)
    -6	-1	-7	-2	3	1	0	6	88	-1.2
(44) COc1cccc2c1O[C@H]1C(=O)CC[C@H]3CN(C)CCC231 (some centres not stated)
    -8	0	5	3	9	-1	1	11	100	-2.0
(45) CC=C(CC)C1(CC)C(=O)NC(=S)NC1=O
    10	6	1	-1	13	-3	1	3	98	-0.6
(46) COC(=O)C1=C(c2ccccc2OCc2ccccc2)C[C@@H]2CC[C@H]1N2C(=O)NCc1ccc(OC)c(OC)c1
    -12	2	-8	2	-4	4	-8	3	100	-0.4
(47) C(CCc1nn[nH]n1)CCc1nn[nH]n1
    8	3	-11	-2	24	-6	-2	9	89	-1.9
(48) COC(=O)C1=C(N)Oc2cc(C)oc(=O)c2C12C(=O)Nc1ccccc12 (configuration not stated)
    -38	-3	-5	-1	30	-2	-2	8	94	-1.7
(49) Cc1[nH]n(-c2ccccc2)c(=O)c1C(c1ccc([N+](=O)[O-])cc1)c1c(C)[nH]n(-c2ccccc2)c1=O
    23	-10	3	1	1	-2	19	8	97	-1.1
(50) CC(C)OP(=O)(Oc1ccc(C(O)C(Cl)(Cl)Cl)cc1)OC(C)C (configuration not stated)
    -4	-6	3	-3	15	2	-4	11	110	-2.2
(51) CC(=O)O[C@]1(C)C(=O)OC/C2=C/CN(C)CCC(OC(=O)[C@@](O)(C(C)O)C[C@H]1C)C2=O (some centres not stated)
    -2	-10	-8	4	-23	1	1	9	99	-1.9
(52) COc1ccc2ccc(O)c(CN3CC=C(c4ccccc4)CC3)c2c1
    11	-3	-12	2	-25	1	-2	-55	101	10
(53) CCC1=CCN(CCc2c(C)[nH]c3ccccc23)CC1
    5	-9	2	0	3	0	1	16	102	-3.2
(54) C=CCOc1ccc(CC2C(=O)N(C)C(=O)N(C)C2=O)cc1
    -7	5	-2	-2	4	0	4	8	103	-1.4
(55) CCN(CC)CCCN=Cc1c(O)n(Cc2ccc(F)cc2)c(=O)[nH]c1=O
    18	3	2	-1	-9	2	1	7	103	-1.3
(56) Oc1c(Cl)cccc1Cc1cc(Cl)cc(Cl)c1O
    -14	-12	-9	0	-5	4	15	0	112	0.0
(57) O=C(NC(=O)N1CCC2(CC1)OCCO2)c1ccc(Cl)cc1
    18	-4	-9	4	7	-7	-2	5	104	-1.1

An excerpt (hit frequency here may not be typical).
